# TNF necrop inh: TNF-alpha cell death inhibition in Jurkat FADD-/- cells; Jurkat FADD-/- TNF necroptosis rescue, ATP luminescence, 24 h; 0 = TNF only, 100 = no-TNF cells; activation (protection from cell death), % at 10 µM; actives 0.068% (n = 220,000);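 active = activation, meaning protection from cell death, of at least 50% relative to plate controls; inactive = activation below 50%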;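 also: necroptosis triggered by 40 ng/mL TNF-alpha added together with compound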
# Cl transport mod: modulators of human KCC2 chloride dependent transport; B-score of Tl+ flux slope (higher = more flux/activation; lower = inhibition) at 10 µM; KCC2 cells, thallium flux FluoZin-2 fluorescence; actives 2.2% (n = 190,000);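 active = thallium flux slope and its plate-corrected score both differing from the plate sample mean at a set confidence after two filtering rounds, in either direction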;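 also: slope of fluorescence scaled to starting intensity during 10 to 20 s after thallium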
# zVAD death inh: L929 zVAD cell death inhibition; L929 zVAD necroptosis rescue, ATP luminescence, 24 h; with zVAD 60 µM; viability rescue, % at 10 µM; actives 0.38% (n = 220,000); AID 1377;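 active = activation, scaled between plate controls, above about 75%, limit read from the data; inactive = activation under that limit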;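 also: 0% = zVAD with DMSO and 100% = DMSO alone without zVAD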
# thrombin 1536: inhibitors of human thrombin | P00734 | alpha-thrombin, Boc-VPR-AMC fluorogenic substrate cleavage | inhibition, % at 5 µM | actives 0.26% (n = 220,000) | AID 1046;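 active = inhibition at or above 40%; inactive = inhibition below 40%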;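 also: 0% = enzyme with no compound and 100% = wells without enzyme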
#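 Material: human alpha-thrombin protein. Incubation: reaction at ambient temperature. Technique: fluorescence of released AMC, ex 355 nm, em 460 nm. Control set: no-compound enzyme wells and no-enzyme blanks. Also added: Boc-VPR-AMC substrate, 15 µM final. Buffer or medium: pH 7.5 Tris (50 mM) with NaCl 150 mM, Tween 20 0.05%.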
# KLK5 inh: blocks human kallikrein 5 protease activity; inhibition, % at 5 µM; recombinant hK5, fluorogenic AMC substrate cleavage; Q9Y337; actives 0.59% (n = 210,000);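 active = inhibition of 40% or more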;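 also: 0% = enzyme controls without compound and 100% = no-enzyme blanks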
# Target sequence (Q9Y337 67-293 limits assumed): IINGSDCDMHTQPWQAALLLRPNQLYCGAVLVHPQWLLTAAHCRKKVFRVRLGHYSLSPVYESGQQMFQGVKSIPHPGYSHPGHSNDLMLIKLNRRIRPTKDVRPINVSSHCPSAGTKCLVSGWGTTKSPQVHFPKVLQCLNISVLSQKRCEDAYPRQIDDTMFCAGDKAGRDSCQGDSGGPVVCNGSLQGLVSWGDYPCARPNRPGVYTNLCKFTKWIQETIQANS
# FXIa inh: inhibitors of human coagulation factor XIa. P03951. inhibition, % at 5 µM. purified FXIa, Boc-Glu-Ala-Arg-AMC fluorogenic substrate. AID 798. actives 0.14% (n = 220,000);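 active = inhibition of at least 40%; inactive = inhibition below 40%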;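 also: fluorescence of freed AMC excited at 355 nm; 0% = enzyme without compound and 100% = no enzyme blank; many of its hits are not listed in these tables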
# Target sequence (P03951 19-387 limits assumed): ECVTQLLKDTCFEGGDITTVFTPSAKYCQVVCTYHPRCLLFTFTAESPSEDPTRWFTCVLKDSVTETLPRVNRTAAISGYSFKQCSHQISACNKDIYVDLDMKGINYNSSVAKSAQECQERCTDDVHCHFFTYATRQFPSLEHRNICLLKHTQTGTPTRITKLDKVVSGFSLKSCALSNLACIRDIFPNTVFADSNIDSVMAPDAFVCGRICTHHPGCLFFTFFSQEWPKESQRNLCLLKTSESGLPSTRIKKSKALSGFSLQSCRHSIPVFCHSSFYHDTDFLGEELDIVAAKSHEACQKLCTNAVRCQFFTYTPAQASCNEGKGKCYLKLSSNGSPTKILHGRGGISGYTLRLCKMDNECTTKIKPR
# Target sequence (P03951 388-625 limits assumed): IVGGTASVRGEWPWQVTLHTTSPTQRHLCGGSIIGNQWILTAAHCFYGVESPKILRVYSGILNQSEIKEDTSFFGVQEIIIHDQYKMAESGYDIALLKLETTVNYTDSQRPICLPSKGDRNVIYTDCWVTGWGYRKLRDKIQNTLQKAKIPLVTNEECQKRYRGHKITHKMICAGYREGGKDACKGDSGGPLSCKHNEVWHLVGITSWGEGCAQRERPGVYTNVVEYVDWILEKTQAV
# FXIIa inh 1536: factor XIIa (human) inhibition. P00748. purified FXIIa, Boc-QGR-AMC fluorogenic substrate, 2 h. inhibition, % at 5 µM. actives 0.3% (n = 220,000). AID 800; in the data active = inhibition above about 40%;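 also: 0% = enzyme with no compound and 100% = blank without enzyme; many of its hits are not listed in these tables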
# Hck-Nef inh: blocks Nef-activated human Hck kinase; P08631; Recombinant Hck-YEEI plus Nef, Z-Lyte FRET kinase assay; inhibition, % at 20 µM; actives 0.68% (n = 220,000);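 active = Hck-Nef kinase inhibition above about 50%, limit read from the data; inactive = inhibition below that limit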;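 also: 0% = DMSO with Hck plus Nef and 100% = Hck alone without Nef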
# Rad51 HR inh: blocks human Rad51 in homologous recombination | Q06609 | hRad51 DNA strand exchange, fluorescence dequenching | inhibition, % at 10 µM | actives 0.085% (n = 200,000);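 active = inhibition above 40% at the single screening dose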;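 also: 0% = DMSO control wells and 100% = blanks with heterologous ssDNA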
#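 System: hRad51 filaments on single-stranded DNA; reagent: Fluorescein- and BHQ1-tagged 47-mer duplex; compound dosing: one concentration, 10 µM final; timing: filaments 15 min 37 °C, then compound 30 min; measured by: fluorescein emission 520 nm, excitation 485 nm; benchmarks: per-plate controls and blanks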
# * = called active by the depositor; . = not tested or not shown. A portion of the library, so the mix of outcomes need not match the whole.
nr	smiles	FXIa inh	TNF necrop inh	FXIIa inh 1536	zVAD death inh	Cl transport mod	Rad51 HR inh	Hck-Nef inh	KLK5 inh	thrombin 1536
1	O=C(Nc1nccs1)c1ccc(S(=O)(=O)N2CCCCC2)cc1	-5	52*	-2	104*	.	1	3	-4	-5
2	COc1ccc(Cl)cc1C(=O)Nc1nnn(C)n1	-9	-2.0	9	-0.1	0.87	3	2	2	4
3	Cc1ccc(Nc2nc(CSc3nnnn3C)cs2)cc1	4	0.1	1	0.0	.	-3	0	1	-1
4	CCOC(=O)c1nonc1NC(C)=O	0	-1.7	-6	-0.5	0.39	5	0	-6	-7
5	NC(=O)c1ccc(C(F)(F)F)n(Cc2c(Cl)cccc2Cl)c1=O	-7	-8.2	3	-0.3	1.2	-1	1	4	-2
6	CCOC(=O)Cc1csc(NC(=S)NC(=O)c2cc(OC)c(OC)c(OC)c2)n1	3	0.2	9	-0.1	6.9*	25	30	6	1
7	CCc1nnc(NS(=O)(=O)c2ccc(NC(=S)Nc3ccc(F)cc3)cc2)s1	-1	1.1	8	1.0	-0.16	.	1	-5	-4
8	COc1ccc2nc(SCCN(C)C)[nH]c2c1	-2	-0.6	8	0.9	0.061	-4	16	2	-11
9	CCN(CC)CCNc1ccnc2cc(Cl)ccc12	-7	3.9	1	0.1	.	1	1	2	-7
10	NC(=O)c1ccsc1NC(=O)C1CCCN1S(=O)(=O)c1ccc(Cl)cc1 (stereo not drawn)	1	0.5	3	2.2	.	7	1	3	-7
11	O=C(Oc1ccc(-c2ccccc2)cc1)N1CCCCC1	2	3.5	10	-0.4	0.41	-8	14	-22	-5
12	CNS(=O)(=O)c1cccc(C(=O)OC2CCCCC2=O)c1 (stereo not drawn)	-1	-2.5	11	-0.4	0.21	.	0	4	-1
13	Cc1cc(C(=O)CSc2nnc(-c3ccco3)o2)c(C)n1-c1ccc2c(c1)OCCO2	4	-2.5	10	-0.4	-0.16	-12	9	-7	5
14	CCCCOc1ccc(CSC(CC(=O)O)C(=O)O)cc1 (stereo not drawn)	1	-0.8	6	0.4	0.26	-1	-1	13	-2
15	Cc1ccc(NC(=O)COC(=O)CCC(=O)c2ccc(C(C)(C)C)cc2)c([N+](=O)[O-])c1	-1	1.6	3	1.3	-3.8	-5	5	-17	-5
16	O=C(Nc1cc(C(F)(F)F)ccc1N1CCOCC1)c1cccs1	-3	-0.3	-3	3.2	.	-6	0	-12	-7
17	CCN1C(=O)/C(=C2/Sc3ccc(OC)cc3N2C)SC1=Nc1ccc(OC)cc1	-3	0.2	10	0.4	-3.2	-5	7	5	1
18	COc1ccc(S(=O)(=O)N2CCC(C(=O)N3CCCCC3)CC2)cc1Cl	3	-1.5	10	0.0	0.25	5	-2	8	-3
19	CC(OC(=O)c1ccc(NS(=O)(=O)c2ccc3[nH]c(=O)[nH]c3c2)cc1)C(=O)Nc1ccc(Cl)cc1 (stereo not drawn)	12	2.9	-1	17	-0.38	3	-23	-14	-1
20	CCOc1ccc(Nc2cc(=O)oc3ccccc23)cc1	-6	-5.0	8	0.0	0.0054	7	0	-9	-6
21	Cc1cc(=O)[nH]c(N/N=C/c2c(C)nn(-c3ccc(F)cc3)c2Cl)n1	-4	0.3	3	2.9	-0.51	17	20	-4	-11
22	Cc1ccc(NC(=O)CSc2nnc(-c3ccncc3)o2)cc1C	-2	-0.6	7	0.0	-0.27	.	1	-2	-3
23	CCn1nnc(NC(=O)c2cc3ccccc3o2)n1	0	-1.2	4	0.0	.	4	0	2	-7
24	CC(=O)NCCCc1nc2ccccc2n1Cc1ccccc1F	0	1.5	10	-0.7	0.72	3	14	-1	-1
25	CC(C)CCNC(=O)c1csc2c1CCCCC2	0	11	8	4.2	0.15	-1	17	4	3
26	CC12COC3(C(=O)N4CCN(c5ccccn5)CC4)CC1CCC32C (stereo not drawn)	-2	2.5	6	0.9	0.091	14	19	7	-3
27	CCOC(=O)Nc1ccc(S(=O)(=O)Nc2nc(C)cc(C)n2)cc1	-3	-0.2	6	0.8	.	-6	1	9	-2
28	CCN1CCN(Cc2ccc(NC(=O)c3ccc(C)c(NC(=O)C[C@@H]4NC(=O)[C@H](Cc5ccccc5)NC4=O)c3)cc2C(F)(F)F)CC1	-4	2.4	0	8.9	2.2	-8	14	1	-6
29	Cc1cccn2c(=O)c3cc(C(=O)NCCN4CCOCC4)c(=N)n(CCc4ccccc4)c3nc12	-2	3.7	-1	-0.7	.	.	61*	-1	-6
30	O=C(N/C(=N\O)c1ccccc1)Nc1ccc(Cl)cc1	3	-4.0	7	-0.3	-1.3	3	11	-19	-6

# Record cards (already shown). Order of values: FXIa inh, TNF necrop inh, FXIIa inh 1536, zVAD death inh, Cl transport mod, Rad51 HR inh, Hck-Nef inh, KLK5 inh, thrombin 1536
# CC12COC3(C(=O)N4CCN(c5ccccn5)CC4)CC1CCC32C (stereo not drawn) is entered as -2, 2.5, 6, 0.9, 0.091, 14, 19, 7, -3
# CC(OC(=O)c1ccc(NS(=O)(=O)c2ccc3[nH]c(=O)[nH]c3c2)cc1)C(=O)Nc1ccc(Cl)cc1 (stereo not drawn) is entered as 12, 2.9, -1, 17, -0.38, 3, -23, -14, -1
# CCOC(=O)c1nonc1NC(C)=O is entered as 0, -1.7, -6, -0.5, 0.39, 5, 0, -6, -7
# NC(=O)c1ccsc1NC(=O)C1CCCN1S(=O)(=O)c1ccc(Cl)cc1 (stereo not drawn) is entered as 1, 0.5, 3, 2.2, ., 7, 1, 3, -7
# CCN1C(=O)/C(=C2/Sc3ccc(OC)cc3N2C)SC1=Nc1ccc(OC)cc1 is entered as -3, 0.2, 10, 0.4, -3.2, -5, 7, 5, 1

# (list continues)
nr	smiles	FXIa inh	TNF necrop inh	FXIIa inh 1536	zVAD death inh	Cl transport mod	Rad51 HR inh	Hck-Nef inh	KLK5 inh	thrombin 1536
31	COc1ccc(NC(=O)C(=O)NCCN2CCN(C(=O)c3cccs3)CC2)cc1	6	-1.7	15	0.3	.	-4	0	-15	1
32	O=C(NC1CCS(=O)(=O)C1)Oc1ccccc1 (stereo not drawn)	18	1.2	10	-0.5	0.9	-2	1	-10	-2
33	Cc1cc(C)nc(NC(=O)c2ccc(COc3ccccc3Cl)cc2)c1	-1	1.9	3	3.4	0.21	-63	-4	-5	5
34	Cc1cc(C)c2c(N)c(C(=O)NN)sc2n1	3	3.2	8	0.7	0.011	.	30	1	1
35	CC(C)(C)[C@@H]1C=C(C(=O)N2CCN(Cc3ccccc3)CC2)O[C@H](OCc2ccc(CO)cc2)C1	-3	6.3	-1	-0.5	-0.74	-2	-8	-5	-6
36	O=C(O)CCCN1C(=O)NC2NC(=O)NC21 (stereo not drawn)	-3	-2.1	-2	0.0	0.76	-6	2	5	-3
37	O=C(Cc1ccc(NS(=O)(=O)c2ccc(F)cc2)cc1)NCc1ccccc1	1	1.4	8	-1.1	-0.8	-7	-15	7	0
38	CC(C)c1nnc(SCC(=O)N2CCc3ccccc32)n1N	-3	-0.9	2	0.6	0.31	12	4	-4	-7
39	COc1ccc2nc(N/C(N)=N/C(=S)Nc3ccc(C)c(C)c3)nc(C)c2c1	0	-3.1	11	5.1	-2.5	0	3	-10	-9
40	C=CCNC(=O)c1cc2cccc(OC)c2oc1=O	-4	2.4	-1	0.8	0.82	-1	-3	-7	-12

# Ordered by value in FXIa inh (falling): some entries from above
No.	molecule	FXIa inh	FXIIa inh 1536	Cl transport mod	Rad51 HR inh	Hck-Nef inh	KLK5 inh	thrombin 1536
32	O=C(NC1CCS(=O)(=O)C1)Oc1ccccc1 (stereo not drawn)	18	10	0.9	-2	1	-10	-2
37	O=C(Cc1ccc(NS(=O)(=O)c2ccc(F)cc2)cc1)NCc1ccccc1	1	8	-0.8	-7	-15	7	0
39	COc1ccc2nc(N/C(N)=N/C(=S)Nc3ccc(C)c(C)c3)nc(C)c2c1	0	11	-2.5	0	3	-10	-9
33	Cc1cc(C)nc(NC(=O)c2ccc(COc3ccccc3Cl)cc2)c1	-1	3	0.21	-63	-4	-5	5
36	O=C(O)CCCN1C(=O)NC2NC(=O)NC21 (stereo not drawn)	-3	-2	0.76	-6	2	5	-3
40	C=CCNC(=O)c1cc2cccc(OC)c2oc1=O	-4	-1	0.82	-1	-3	-7	-12

# Further records follow.
nr	smiles	FXIa inh	TNF necrop inh	FXIIa inh 1536	zVAD death inh	Cl transport mod	Rad51 HR inh	Hck-Nef inh	KLK5 inh	thrombin 1536
41	O=C(NC1CCCCC1)C(c1ccccc1)N(C(=O)Cc1ccsc1)c1ccccc1 (stereo not drawn)	1	-2.2	18	-0.2	.	-7	2	-9	-7
42	COc1ccc(CN(C)CC(=O)Nc2ccc(SC(F)F)cc2)cc1OC	-7	1.7	-6	5.9	-0.55	7	-3	-24	-4
43	CN1CCCN(C(=O)Cc2c(Cl)cccc2Cl)c2nc3ccccc3nc21	3	-2.0	18	-0.3	.	-1	8	-19	3
44	COC(=O)C1C(=O)C(C(=O)/C=C/c2ccccc2)C(=O)CC1(C)C (stereo not drawn)	-2	4.4	5	81*	-0.29	5	5	1	-2
45	CCOC(=O)C1=C(N)N2C(=O)C(C)SC2=C(C(=O)OC)C1c1ccccc1OC (stereo not drawn)	-7	0.2	2	-0.2	0.31	-8	14	1	-3
46	Cc1ccc(CSc2nnc(-c3cccnc3)n2N)cc1	-7	-0.8	-3	0.0	0.71	-2	2	1	-5
47	COc1ccc(-c2n[nH]c(C)c2-c2cnn(-c3ccccc3)c2)c(O)c1C	0	-2.1	-8	0.0	0.21	5	-1	-3	-4
48	CCOC(=O)C(C)Sc1ncc(OC)c(=O)[nH]1 (stereo not drawn)	2	-2.7	9	0.0	.	-11	0	0	0
49	CCN(CC)C(=O)CSc1nc2ccccc2c(=O)n1CCC(=O)NCc1ccc(F)cc1	7	0.2	11	-0.1	.	10	1	2	-2
50	CC1(C)Cc2nc3[nH]c(=S)[nH]c(=O)c3cc2CO1	0	0.5	5	0.0	.	13	10	-5	-4
51	CC(C)(C)C1(C)OC(C(N)=O)C(C(N)=O)O1 (stereo not drawn)	0	-0.1	6	0.2	.	0	-1	2	4
52	CC(=O)c1cccc(NC(=O)Nc2ccc3c(c2)N(C)C(=O)CS3)c1	3	-14	7	3.5	-1.9	-2	-21	-11	-7
53	COc1ccc(/C=N/n2c(-c3ccco3)nc3ccccc3c2=O)cc1	9	-3.9	20	1.1	0.075	0	15	4	2
54	O=C(O)c1cccc(N/N=C/c2sc(N3CCOCC3)nc2-c2ccccc2)c1	8	0.1	14	0.8	-0.24	4	-2	-22	-1
55	CC(C)CN1CCN(Cc2nc(C(C)C)cs2)CC1CCO (stereo not drawn)	-2	0.2	8	-0.3	0.18	.	6	.	-11
56	C/C(N)=C(/C#N)C(=O)CSc1nc2ccccc2n1CC(C)C	-2	-0.4	4	0.5	-1.9	-11	23	2	-7
57	COc1ccc(C2=C(Nc3ccc(C)cc3)c3ccccc3C2=O)cc1	-9	0.3	-6	0.9	-1	0	2	-14	-9
58	Cc1nn(Cc2ccc([N+](=O)[O-])cc2)c(=O)n1-c1ccc(F)cc1	-2	5.9	10	0.1	-0.034	-3	0	-18	0
59	CC(C)N(Cc1ccccc1)C(=O)/C=C/c1ccccc1[N+](=O)[O-]	3	-2.0	12	-0.7	0.017	-5	21	3	-6
60	Cc1cccc(N=CC=C2OC(C)(C)C(C)(C)O2)c1	10	1.0	15	1.2	-0.11	.	7	-4	6
61	Brc1ccccc1OCCCCn1cnc2ccccc21	-2	-4.7	-4	0.2	-0.26	5	-4	-16	6

# Source: PubChem
